Screening data from PubChem BioAssay.
ABCB6 inh MLPCN: human ABCB6 transporter inhibition; Q9NP58; K562-ABCB6 porphyrin accumulation, flow cytometry, 1 h; active compounds read low; fluorescence ratio to DMSO, % at 10 µM; hit rate 0.19% among 360,000;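 active means fluorescence ratio to DMSO below 75%, the collection mean minus 3 SD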;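 further: signal is porphyrin accumulated inside mitochondria; 100% equals median channel fluorescence of DMSO control wells; lower ratio means ABCB6 inhibition with less porphyrin fluorescence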
N-glyco inh: blocks N-linked glycosylation in D54 reporter cells | hit rate 0.23% among 360,000 | reporter increase, % at 12.5 µM | D54 ERlucT glycosylation luciferase reporter, 24 h; percent of 100 nM tunicamycin response;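 active means mean luciferase reporter signal, scaled so untreated is 0 and the glycosylation-blocking control 100, at or above a set limit in every replicate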;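 further: luciferase carries N-glycosylation sites so blocking glycosylation raises the light; 0% = median of neutral control wells and 100% = median of 100 nM tunicamycin wells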
MC4R antagonist: blocks human MC4R cAMP signaling | hit rate 0.48% among 360,000 | MC4R-expressing cells, MTII-stimulated cAMP, LANCE TR-FRET | P32245 | inhibition, % at 6.5 µM | AID 540295;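 active means inhibition above its plate's cutoff, the mean of tested wells on that plate plus 3 SD, cut at about 29% in these data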;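 further: 0% = Melanotan II alone and 100% = Melanotan II plus saturating MCL0020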
Target sequence (P32245 whole entry, looked up): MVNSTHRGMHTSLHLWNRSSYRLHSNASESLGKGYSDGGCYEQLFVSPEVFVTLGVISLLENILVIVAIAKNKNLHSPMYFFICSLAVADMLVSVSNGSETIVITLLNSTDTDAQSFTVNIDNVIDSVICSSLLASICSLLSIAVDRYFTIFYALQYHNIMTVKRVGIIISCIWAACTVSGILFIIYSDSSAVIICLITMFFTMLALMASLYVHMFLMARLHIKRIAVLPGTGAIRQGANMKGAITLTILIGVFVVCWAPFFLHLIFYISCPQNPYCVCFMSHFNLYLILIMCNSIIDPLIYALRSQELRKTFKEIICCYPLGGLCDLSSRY
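System – human MC4R-expressing U2OS cells · Also added – Melanotan II · Dosing – one concentration, 6.5 µM nominal · Timing – 30-min compound, 1-h challenge, 1-h detection, room temperature · Measured by – Eu-cAMP/anti-cAMP TR-FRET, emission 671 nm · Replicates – singlicate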
MC4R barr agon: human MC4R agonism via beta-arrestin; U2OS MC4R beta-arrestin complementation, luminescence; percent of melanotan II response, DMSO zero; P32245; activation, % at 8.9 µM; hit rate 0.98% among 360,000;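 active means activation above a per-plate cutoff, the mean activation of sample wells on that plate plus 3 SD, cut at about 8% in these data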
CaV13 FRET inh: Primary screen for inhibitors of IQ motif and Ca2+-dependent inactivation inhibitor domain binding in CACNA1D, Förster resonance energy transfer in living cells, …; HEK cells, CFP/YFP FRET ICDI-IQ, plate reader, 10 min; percent FRET-ratio fall versus neutral wells; inhibition, % at 12.3 µM; hit rate 0.098% among 340,000; AID 743397;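 active means mean replicate inhibition of at least 30% and at least 1% of replicates passing that level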;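 further: 0% = median of the neutral control wells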
PDI turbidity: inhibitors of human protein disulfide isomerase; inhibition, % at 10 µM; hit rate 0.052% among 350,000; PDI insulin aggregation turbidity, A650, 90 min;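 active means mean inhibition across replicates of 30% or more, whatever share of single replicates reach that level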;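 further: absorbance from insulin aggregation driven by PDI reduction with DTT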
Target sequence (P07237 whole entry, looked up): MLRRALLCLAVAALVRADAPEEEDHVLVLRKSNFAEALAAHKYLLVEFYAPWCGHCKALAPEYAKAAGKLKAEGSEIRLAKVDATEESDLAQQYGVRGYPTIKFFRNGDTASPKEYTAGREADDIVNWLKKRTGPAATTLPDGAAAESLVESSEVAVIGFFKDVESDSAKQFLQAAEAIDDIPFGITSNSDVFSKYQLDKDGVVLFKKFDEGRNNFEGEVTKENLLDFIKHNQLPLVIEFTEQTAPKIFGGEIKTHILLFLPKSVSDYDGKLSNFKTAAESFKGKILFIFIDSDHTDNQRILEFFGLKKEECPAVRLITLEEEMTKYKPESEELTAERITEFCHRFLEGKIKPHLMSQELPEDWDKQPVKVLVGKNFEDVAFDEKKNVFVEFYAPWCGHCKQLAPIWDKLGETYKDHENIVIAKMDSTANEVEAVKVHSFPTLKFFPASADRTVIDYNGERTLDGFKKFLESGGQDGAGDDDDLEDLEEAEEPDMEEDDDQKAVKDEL
m5-HT2A agonist: mouse HTR2A agonism via beta-arrestin recruitment; CHO-K1 mHTR2A beta-arrestin complementation, luminescence; percent of 30 µM serotonin response; activation, % at 7.6 µM; hit rate 0.66% among 360,000; AID 624169;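 active means activation above a run cutoff, the mean activation of all tested compounds plus 3 SD, cut at about 14% in these data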;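 further: 0% = plate median of compound wells and 100% = 30 µM serotonin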
H9c2 protect: myocardial damage modulation in H9c2 cells; H9c2 cardiomyocytes, H2O2 injury protection, ATPLite, 2 h; protection from H2O2 cell death, % at 20 µM; hit rate 0.63% among 360,000;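 active means compounds giving at least 50% protection of heart cells from peroxide-induced death in the single-dose screen, raw or plate-pattern-corrected value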;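 further: 0% = DMSO wells with peroxide and 100% = DMSO wells without peroxide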
Exocytosis inh: blocks lytic granule exocytosis; TALL-104 LAMP-1 surface exposure, flow cytometry; cells stimulated with thapsigargin and PMA; hit rate 0.66% among 360,000; AID 651702; inhibition, % at 10 µM;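 active means inhibition above about 55%, limit read from the data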
ABHD5-PLIN5 inh: inhibitors of human ABHD5-perilipin-5 interaction | inhibition, % at 4 µM | AID 602281 | Q00G26+Q8WTS1 | Split G. princeps luciferase complementation, luminescence, 4 h | hit rate 0.78% among 360,000;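 active means inhibition above the mean inhibition across every tested compound plus 3 SD, cut at about 22% in these data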;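 further: 0% = DMSO only wells and the 100% control is not disclosed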
Numbers without * were called inactive. This is a random part of the collection; about 4.2% have a hit in one of these screens.

`OC(Cn1cncn1)(c1ccccc1)c1ccccc1` gave ABCB6 inh MLPCN 95, N-glyco inh 1, MC4R antagonist 0, MC4R barr agon -0.5, CaV13 FRET inh -4, PDI turbidity 4, m5-HT2A agonist 1, H9c2 protect -7, Exocytosis inh -1 and ABHD5-PLIN5 inh 3.
For Cn1c(Cc2ccccc2)nnc1SCC(=O)NC1CCCC1 the results were ABCB6 inh MLPCN 100, N-glyco inh 0, MC4R antagonist 11, MC4R barr agon -0.2, CaV13 FRET inh -3, PDI turbidity -2, m5-HT2A agonist 3, H9c2 protect -3, Exocytosis inh 6 and ABHD5-PLIN5 inh 3.
For Cc1nnc(N(C(=O)c2cnccn2)c2ccccc2)s1 the results were ABCB6 inh MLPCN 110, N-glyco inh 1, MC4R antagonist 0, MC4R barr agon 0.4, CaV13 FRET inh -5, PDI turbidity -2, m5-HT2A agonist 8, H9c2 protect 11, Exocytosis inh 0 and ABHD5-PLIN5 inh 6.
`CCOC(=O)CN(C(=O)CNC(=O)c1ccco1)C(C(=O)NC1CCCCC1)c1cccnc1` (stereo unspecified) gave ABCB6 inh MLPCN 95, N-glyco inh 0, MC4R antagonist 10, MC4R barr agon 1.3, CaV13 FRET inh -2, PDI turbidity 11, m5-HT2A agonist 5, H9c2 protect 1, Exocytosis inh 28 and ABHD5-PLIN5 inh 8.
`Cc1cc(=O)n2nc(N3CCCC(C(=O)N4CCN(C)CC4)C3)sc2n1` (stereo unspecified) gave ABCB6 inh MLPCN 91, N-glyco inh 0, MC4R antagonist 0, MC4R barr agon 1.2, PDI turbidity -4, m5-HT2A agonist 12, H9c2 protect 21, Exocytosis inh -1 and ABHD5-PLIN5 inh -1.
`Cc1ccc(C(=O)COC(=O)C2CC3CCCC(C2)C3=O)cc1[N+](=O)[O-]` (stereo unspecified) gave ABCB6 inh MLPCN 96, N-glyco inh 2, MC4R antagonist -1, MC4R barr agon 0.6, CaV13 FRET inh -16, PDI turbidity 1, m5-HT2A agonist 2, H9c2 protect 2, Exocytosis inh -2 and ABHD5-PLIN5 inh -9.
`O=C(COC(=O)C1C2CC3OC(=O)C1C3C2)Nc1ccc(F)cc1` (stereo unspecified) gave ABCB6 inh MLPCN 103, N-glyco inh 1, MC4R antagonist 12, MC4R barr agon 0.8, CaV13 FRET inh -7, PDI turbidity 2, m5-HT2A agonist -2, H9c2 protect -6, Exocytosis inh 0 and ABHD5-PLIN5 inh -5.
COc1ccc(S(=O)(=O)n2[nH]c(=O)c(CCO)c2C)cc1 was read as ABCB6 inh MLPCN 97, N-glyco inh 4, MC4R antagonist -4, MC4R barr agon -0.4, PDI turbidity -22, m5-HT2A agonist 2, H9c2 protect 7, Exocytosis inh 35 and ABHD5-PLIN5 inh 2.
For CC12CCC(C(=O)n3c1nc1ccccc13)C2(C)C (stereo unspecified) the results were ABCB6 inh MLPCN 92, N-glyco inh 0, MC4R antagonist 0, MC4R barr agon -1.3, PDI turbidity 8, m5-HT2A agonist 5, H9c2 protect 8, Exocytosis inh -4 and ABHD5-PLIN5 inh 3.
For O=C(NCCCc1nc2ccccc2[nH]1)c1ccc(F)cc1 the results were ABCB6 inh MLPCN 98, N-glyco inh 0, MC4R antagonist 2, MC4R barr agon -2.1, CaV13 FRET inh 3, PDI turbidity 0, m5-HT2A agonist -1, H9c2 protect 1, Exocytosis inh 0 and ABHD5-PLIN5 inh -4.
For COCCn1c(N2CCN(c3ccc(OC)cc3)CC2)nc2c1c(=O)[nH]c(=O)n2C the results were ABCB6 inh MLPCN 94, N-glyco inh 0, MC4R antagonist 12, MC4R barr agon 0.6, CaV13 FRET inh -1, PDI turbidity -9, m5-HT2A agonist 2, H9c2 protect 0, Exocytosis inh 0 and ABHD5-PLIN5 inh -4.
Screening Cn1c(Cn2c(=O)sc3ccccc32)nnc1SCC(=O)N1CCCCCC1 returned ABCB6 inh MLPCN 107, N-glyco inh 0, MC4R antagonist 2, MC4R barr agon -0.2, CaV13 FRET inh -2, m5-HT2A agonist 0, H9c2 protect 11, Exocytosis inh -1 and ABHD5-PLIN5 inh -4.
`CC(=O)c1ccc(-c2ccc(C(=O)NC3CC(C)(C)NC(C)(C)C3)o2)cc1` gave ABCB6 inh MLPCN 98, N-glyco inh -2, MC4R antagonist -1, MC4R barr agon -2.7, CaV13 FRET inh -2, PDI turbidity 0, m5-HT2A agonist -6, H9c2 protect 1, Exocytosis inh 12 and ABHD5-PLIN5 inh 2.
`Cc1ccc(/C=[N+](/C)[O-])cc1` gave ABCB6 inh MLPCN 100, N-glyco inh -1, MC4R antagonist 4, MC4R barr agon -1.1, CaV13 FRET inh -6, PDI turbidity -1, m5-HT2A agonist 0, H9c2 protect 2, Exocytosis inh 1 and ABHD5-PLIN5 inh -2.
Screening CCOC(=O)c1c(C)[nH]c(C(=O)OCC(=O)N(C)C2CCS(=O)(=O)C2)c1C (stereo unspecified) returned ABCB6 inh MLPCN 101, N-glyco inh 2, MC4R antagonist -1, MC4R barr agon -0.8, CaV13 FRET inh -5, PDI turbidity 4, m5-HT2A agonist 7, H9c2 protect 3, Exocytosis inh 1 and ABHD5-PLIN5 inh 7.
`Cc1cn([C@H]2C[C@H](N=[N+]=[N-])[C@@H](CO)O2)c(=O)[nH]c1=O` gave ABCB6 inh MLPCN 90, N-glyco inh 0, MC4R antagonist 9, MC4R barr agon -0.2, CaV13 FRET inh -4, PDI turbidity -3, m5-HT2A agonist 3, H9c2 protect 6, Exocytosis inh -2 and ABHD5-PLIN5 inh 0.
For CC(C)(C)[C@@H]1COC(=O)[C@H](Cc2ccc(F)cc2)C/C=C\C[C@@H](CC(=O)NCCO)C(=O)N1 the results were ABCB6 inh MLPCN 102, N-glyco inh 1, MC4R antagonist 8, MC4R barr agon -1.3, CaV13 FRET inh -6, PDI turbidity 7, m5-HT2A agonist 1, H9c2 protect -5, Exocytosis inh 12 and ABHD5-PLIN5 inh -9.
For C[C@H]1CN([C@@H](C)CO)S(=O)(=O)c2ccc(Br)cc2O[C@@H]1CN(C)S(=O)(=O)c1ccccc1 the results were ABCB6 inh MLPCN 96, N-glyco inh -1, MC4R antagonist 0, MC4R barr agon -0.6, CaV13 FRET inh -5, PDI turbidity 5, m5-HT2A agonist -8, H9c2 protect 13, Exocytosis inh -12 and ABHD5-PLIN5 inh 2.
`O=C(O)c1ccc(NC(=O)c2ccccc2NC(=O)c2cccc(F)c2)cc1` gave ABCB6 inh MLPCN 98, N-glyco inh 2, MC4R antagonist 11, MC4R barr agon -1.8, CaV13 FRET inh -10, PDI turbidity 0, m5-HT2A agonist 2, H9c2 protect 3, Exocytosis inh 0 and ABHD5-PLIN5 inh 8.
For COc1ccc(OCC(=O)NNC(=O)c2cccs2)cc1 the results were ABCB6 inh MLPCN 98, N-glyco inh 3, MC4R antagonist 2, MC4R barr agon -0.4, CaV13 FRET inh -5, PDI turbidity 9, m5-HT2A agonist -2, H9c2 protect 2, Exocytosis inh -4 and ABHD5-PLIN5 inh 1.
`O=C(NC(CSC(=O)c1ccccc1)C(=O)O)OCc1ccccc1` (stereo unspecified) gave ABCB6 inh MLPCN 92, N-glyco inh 2, MC4R antagonist 4, MC4R barr agon -1.6, CaV13 FRET inh -10, PDI turbidity -7, m5-HT2A agonist 7, H9c2 protect -1, Exocytosis inh 4 and ABHD5-PLIN5 inh -1.
`Cc1ccc(-c2cc(-c3c(C)nn(C)c(=O)c3N)[nH]n2)cc1` gave ABCB6 inh MLPCN 98, N-glyco inh -1, MC4R antagonist -4, MC4R barr agon 2.5, CaV13 FRET inh -4, PDI turbidity -5, m5-HT2A agonist 3, H9c2 protect -5, Exocytosis inh -13 and ABHD5-PLIN5 inh -2.
For CCC1(Cc2ccccc2)NC(=O)c2ccccc2O1 (stereo unspecified) the results were ABCB6 inh MLPCN 97, N-glyco inh 1, MC4R antagonist -1, MC4R barr agon -0.3, CaV13 FRET inh -4, PDI turbidity 17, m5-HT2A agonist 2, H9c2 protect 5, Exocytosis inh -1 and ABHD5-PLIN5 inh -1.
CC(=O)CCn1cc([N+](=O)[O-])nc1C was read as ABCB6 inh MLPCN 97, N-glyco inh -1, MC4R antagonist 1, MC4R barr agon 0.6, CaV13 FRET inh -1, PDI turbidity -1, m5-HT2A agonist 6, H9c2 protect 7, Exocytosis inh -10 and ABHD5-PLIN5 inh -5.
Screening CCN(CC(=O)Nc1ccccc1C(F)(F)F)C(=O)CCc1c(C)[nH]c(=O)c(C#N)c1C returned ABCB6 inh MLPCN 101, N-glyco inh 0, MC4R antagonist 0, MC4R barr agon -1.2, CaV13 FRET inh -4, PDI turbidity 2, m5-HT2A agonist -3, H9c2 protect -5, Exocytosis inh -14 and ABHD5-PLIN5 inh 5.
For Cc1ccc(CSc2nccc(-c3c(C)nc4ccccn34)n2)cc1 the results were ABCB6 inh MLPCN 95, N-glyco inh -3, MC4R antagonist 7, MC4R barr agon 1.8, CaV13 FRET inh -5, PDI turbidity -3, m5-HT2A agonist 2, H9c2 protect -6, Exocytosis inh 2 and ABHD5-PLIN5 inh -3.
Screening COC(=O)CSc1nnc(CSc2nc(C)cc(C)n2)o1 returned ABCB6 inh MLPCN 94, N-glyco inh 1, MC4R antagonist 14, MC4R barr agon -1.5, CaV13 FRET inh -4, PDI turbidity -3, m5-HT2A agonist -2, H9c2 protect 12, Exocytosis inh 3 and ABHD5-PLIN5 inh 7.
CC(C)NC(=S)N1CCN(c2ncccn2)CC1 was read as ABCB6 inh MLPCN 99, N-glyco inh 6, MC4R antagonist 9, MC4R barr agon -0.4, CaV13 FRET inh -3, PDI turbidity 9, m5-HT2A agonist -3, H9c2 protect -6, Exocytosis inh -1 and ABHD5-PLIN5 inh -2.

Structural class: the compounds so far with an aryl methoxy group (3)
COc1ccc(S(=O)(=O)n2[nH]c(=O)c(CCO)c2C)cc1 was read as ABCB6 inh MLPCN 97, N-glyco inh 4, MC4R antagonist -4, MC4R barr agon -0.4, PDI turbidity -22, m5-HT2A agonist 2, H9c2 protect 7, Exocytosis inh 35 and ABHD5-PLIN5 inh 2.
For COCCn1c(N2CCN(c3ccc(OC)cc3)CC2)nc2c1c(=O)[nH]c(=O)n2C the results were ABCB6 inh MLPCN 94, N-glyco inh 0, MC4R antagonist 12, MC4R barr agon 0.6, CaV13 FRET inh -1, PDI turbidity -9, m5-HT2A agonist 2, H9c2 protect 0, Exocytosis inh 0 and ABHD5-PLIN5 inh -4.
For COc1ccc(OCC(=O)NNC(=O)c2cccs2)cc1 the results were ABCB6 inh MLPCN 98, N-glyco inh 3, MC4R antagonist 2, MC4R barr agon -0.4, CaV13 FRET inh -5, PDI turbidity 9, m5-HT2A agonist -2, H9c2 protect 2, Exocytosis inh -4 and ABHD5-PLIN5 inh 1.
